# Fam108B counter: counter-screen for RBBP9 inhibitors: inhibitors of mouse Fam108B. recombinant Fam108B, FP-Rh probe fluorescence polarization. inhibition, % at 9.51 µM. hit rate 0.33% among 300,000. AID 1947;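 active = inhibition above the screen mean inhibition plus 3 SD, computed separately per campaign, cut at about 18% in these data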;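 also: inhibitors lower polarization as less probe binds the enzyme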
# MEX-5 binding: C. elegans MEX-5 TCR-2 RNA binding activity. Q9XUB2. MEX-5/FITC-TCR2 RNA binding, fluorescence polarization; active compounds read low. activity score (negative = inhibition of binding), % at 10 µM. hit rate 0.38% among 300,000. AID 1832;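 active = inhibition past about -25% in most replicates, and total fluorescence under double the plate's negative control median, limit read from the data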;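 also: 0% = DMSO and -100% = 5 µM competing unlabeled TCR2 RNA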
# MCL1-BIM inh: disrupts human MCL1 binding to BIM-BH3 peptide. hit rate 0.68% among 320,000. GST-MCL1 / FITC-Bim-BH3 fluorescence polarization. AID 2057. inhibition, % at 10.9 µM;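 active = inhibition above the mean inhibition of all tested compounds plus 3 SD, set per campaign, cut at about 40% in these data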;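 also: 0% = DMSO wells and 100% = unlabeled Bim-BH3 peptide control; higher means more loss of mP so more displacement of Bim peptide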
# Efflux pump mplx: inhibitors of Candida antifungal efflux pumps expressed in yeast. S. cerevisiae Candida pump triplex, Nile Red efflux. inhibition, % at 10 µM. hit rate 0.44% among 330,000. AID 485275;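 active = plate passing quality check with inhibition over a set limit, or well fluorescence over plate mean plus 4 SD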;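 also: Nile Red retained in pooled yeast measured as flow cytometry median fluorescence; 0% = buffer negative control and 100% = Enniatin B positive control; higher means more Nile Red kept so more efflux inhibition; some compounds called inactive have numbers as strong as hits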
# GLD-1 RNA inh: GLD-1-TGE RNA interaction inhibition (C. elegans) | Q17339 | purified GLD-1 + fluorescein TGE RNA, fluorescence polarization | inhibition, % at 5.96 µM | hit rate 0.44% among 320,000;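 active = percent inhibition above a per-plate cutoff, the plate mean of test compounds plus 3 SD, cut at about 30% in these data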;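 also: 0% = DMSO wells with GLD-1 and probe and 100% = wells lacking GLD-1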
# VLA-4 inh: inhibition in a human VLA-4 binding assay | P13612 | VLA-4 expressing cells, ligand binding flow cytometry | inhibition, % (about 7 µM as worked out from the volumes in the protocol) | hit rate 0.2% among 330,000 | AID 2557; in the data active = inhibition above about 50%
# Target sequence (P13612 whole entry, looked up): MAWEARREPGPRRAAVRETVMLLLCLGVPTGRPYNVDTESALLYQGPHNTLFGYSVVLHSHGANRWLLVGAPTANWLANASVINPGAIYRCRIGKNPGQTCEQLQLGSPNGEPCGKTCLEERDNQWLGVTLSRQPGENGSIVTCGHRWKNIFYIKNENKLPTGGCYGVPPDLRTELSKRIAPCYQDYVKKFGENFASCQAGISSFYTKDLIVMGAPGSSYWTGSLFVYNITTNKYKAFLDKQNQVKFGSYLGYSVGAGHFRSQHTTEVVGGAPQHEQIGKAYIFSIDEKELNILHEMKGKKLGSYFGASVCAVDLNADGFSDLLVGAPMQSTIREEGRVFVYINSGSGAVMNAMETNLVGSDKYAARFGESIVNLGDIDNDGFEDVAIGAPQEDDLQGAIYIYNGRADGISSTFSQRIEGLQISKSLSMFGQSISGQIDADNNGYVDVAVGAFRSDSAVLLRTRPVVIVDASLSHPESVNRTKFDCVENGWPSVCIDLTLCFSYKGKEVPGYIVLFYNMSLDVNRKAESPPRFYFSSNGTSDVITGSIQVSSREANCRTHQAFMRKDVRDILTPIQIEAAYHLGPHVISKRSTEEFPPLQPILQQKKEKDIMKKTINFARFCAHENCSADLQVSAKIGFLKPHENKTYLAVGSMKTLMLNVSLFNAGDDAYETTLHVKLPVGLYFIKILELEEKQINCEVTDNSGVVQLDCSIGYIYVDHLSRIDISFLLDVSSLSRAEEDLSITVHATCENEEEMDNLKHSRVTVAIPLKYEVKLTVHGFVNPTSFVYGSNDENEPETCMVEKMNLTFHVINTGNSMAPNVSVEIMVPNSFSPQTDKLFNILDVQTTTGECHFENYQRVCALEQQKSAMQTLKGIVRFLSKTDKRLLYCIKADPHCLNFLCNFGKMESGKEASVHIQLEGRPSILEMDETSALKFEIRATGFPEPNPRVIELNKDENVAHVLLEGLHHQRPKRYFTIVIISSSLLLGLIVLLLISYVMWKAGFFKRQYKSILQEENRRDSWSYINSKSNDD
# Bcl-xL primary: inhibitors of human Bcl-xL; GST-Bcl-xL / FITC-Bim BH3 peptide fluorescence polarization; inhibition, % at 10.9 µM; hit rate 0.7% among 320,000; AID 2129;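 active = inhibition above the mean of all tested compounds plus 3 SD, cutoff set per campaign, cut at about 30% in these data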;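 also: 0% = DMSO wells and 100% = unlabeled Bim-BH3 peptide competitor; inhibitors lower millipolarization by displacing the labeled peptide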
# GRK2 inh: inhibitors of human GRK2 displacing RNA aptamer; P25098; bead flow cytometry, FAM-aptamer displacement from GRK2; inhibition of aptamer binding, % at 10 µM; hit rate 0.59% among 330,000; AID 488847;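 active = inhibition of aptamer binding above 40%, roughly 3 SD of noise, on plates passing a quality check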;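 also: median bead fluorescence of bound FAM aptamer so fluorescent compounds give negative values; no value below 0 was filed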
# PME-1 primary: PME-1 (human) inhibition | hit rate 0.53% among 320,000 | inhibition, % at 5.9 µM | Q9Y570 | recombinant PME-1, FP-Rh probe fluorescence polarization;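 active = inhibition above the campaign mean of all compounds plus 3 SD, cut at about 26% in these data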;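 also: competitive labeling of PME-1 active site by serine hydrolase directed probe; 0% = PME-1 with DMSO and 100% = wells lacking PME-1 enzyme; inhibitors block probe labeling so polarization falls and inhibition rises; many of its hits are not listed in these tables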
# Numbers without * were called inactive; nt = not tested or not shown. Not all compounds are listed; the hit share may differ from the screen's.
compound	Bcl-xL primary	GRK2 inh	VLA-4 inh	MCL1-BIM inh	Efflux pump mplx	GLD-1 RNA inh	Fam108B counter	MEX-5 binding	PME-1 primary
CCCCc1ccc(-c2csc(/C(C#N)=C\c3ccc(C)o3)n2)cc1	-5	1	-7	-4	0.2	-3	-6	3.3	-10
O=CN1CCCN(Cc2nc(-c3cccc(Cl)c3)no2)CC1	3	0	7	7	-0.1	5	1	1.8	8
O=C(NCc1cccnc1)C1CCCN(S(=O)(=O)c2ccc(Cl)cc2)C1 (stereo unspecified)	5	2	-9	4	-0.1	2	0	3.3	2
Cc1cccc(/C=N/Nc2nncc3ccccc23)c1	7	0	-8	3	-0.1	6	1	1.4	3
CN(CC(=O)Nc1ccc(F)cc1)C(=O)c1cc([N+](=O)[O-])ccc1N1CCOCC1	1	0	3	0	0.2	3	6	0.3	0
O=S(=O)(NCc1ccco1)c1cnc(Cl)c(Br)c1	5	4	-10	1	4.9	-3	-2	1.0	1
O=[N+]([O-])c1cc(C(F)(F)F)ccc1NC1CCN(Cc2ccccc2)CC1	-2	0	3	-1	-0.2	6	2	0.0	-1
C/C=C/C(=O)OCC(=O)Nc1cccc(F)c1	-1	11	-3	-4	-0.1	-2	6	0.2	0
CCCN(/C=N/c1sc2c(c1C#N)CCCCC2)CCC	4	0	21	4	0.1	11	3	-1.5	2
O=C(Nc1ccc2oc(-c3ccccc3F)nc2c1)c1ccccc1F	8	0	19	3	0.0	1	-5	2.7	-9
Cc1c(CNC(=O)c2cnn3c2NC(c2ccccc2)CC3C(F)(F)F)cnn1C (stereo unspecified)	3	0	-6	7	0.0	3	1	-0.5	0
CCCn1c(SCC(=O)N2CCCc3ccccc32)nnc1-c1ccco1	2	0	5	2	-0.1	-4	1	-3.8	-4
O=C(Nc1ccc2c(c1)C(=O)NC2=O)c1ccccc1	4	3	-20	1	0.0	8	0	-2.1	1
C=Cc1ncc(OC)c2c1[nH]c1ccccc12	0	0	-8	0	-0.2	3	1	-0.3	0
CCOc1ccccc1NS(=O)(=O)c1cc2c3c(c1)C(C)C(=O)N3CCC2 (stereo unspecified)	6	3	4	1	0.0	2	1	0.0	17
CN(C)c1ccc(CNC2C3CC4CC(C3)CC2C4)cc1 (stereo unspecified)	-4	3	9	-6	-0.1	1	3	1.4	2
Cc1ccc(C(=O)NCCn2cc(SCC(=O)Nc3cc(C)on3)c3ccccc32)cc1	5	2	-19	-3	0.2	1	2	0.2	-1
COc1cc(NC(=S)NCCCN2CCOCC2)cc(OC)c1	0	1	4	9	1.3	3	0	2.7	6
O=C(CN1C(=O)/C(=C/c2cccc(Br)c2)SC1=S)NCCCN1CCOCC1	3	3	-9	5	0.0	8	-3	-3.7	-7
COc1ccc(C)cc1S(=O)(=O)N1CCCC(C(=O)N2CCOCC2)C1 (stereo unspecified)	3	5	8	0	-0.1	5	5	-1.4	6
NS(=O)(=O)c1cccc(NC(=O)CCSc2ccccc2Cl)c1	4	0	3	-5	-0.1	0	1	1.8	-4
CN(CC(=O)Nc1cccc(F)c1)C(=O)CCCNC(=O)c1ccc(Cl)cc1	7	1	1	1	0.1	9	1	-0.2	1
COc1cccc(CN(C(=O)/C=C/c2ccco2)C2CCS(=O)(=O)C2)c1 (stereo unspecified)	1	1	34	8	-0.1	1	0	1.6	5
Cc1ccccc1/C=C/C(=O)N1CCOCC1	0	1	-19	5	0.0	4	-3	-0.2	5
CCn1nc(C)c(CNC(=O)C2CCC(=O)N(Cc3cccc(F)c3)C2)c1C (stereo unspecified)	0	0	1	-2	-0.4	0	-5	1.3	3
O=S(=O)(NCC(c1cccnc1)N1CCOCC1)c1ccc(Cl)cc1 (stereo unspecified)	3	0	6	2	0.1	-29	4	2.4	6
Cc1ccccc1-c1nc(S(=O)(=O)c2ccccc2)c(NCCCN2CCOCC2)o1	nt	0	-3	nt	-0.4	3	nt	nt	nt
Nc1nc(SCc2ccccc2)c2[nH]cnc2n1	2	0	-12	0	-0.1	-2	2	2.3	0
CN(C)c1ccc(CN(C(=O)COc2ccc(Br)cc2)C2CCS(=O)(=O)C2)cc1 (stereo unspecified)	1	1	-10	-7	0.1	2	2	0.7	11
N/C(=N\OC(=O)c1ccc2c(c1)OCO2)c1cccnc1	6	2	6	-3	-0.1	0	-2	-2.0	0
CC(=O)c1c(C)[nH]c(C(=O)OCC(=O)Nc2sc3c(c2C#N)CCCC3)c1C	2	0	0	4	0.1	4	0	-0.3	4
COc1ccccc1NC(=O)CCc1nc(-c2cccs2)no1	-8	1	10	-4	0.0	-2	-1	0.8	0
CN1C(=O)N(C)c2ccc(Br)c3cccc1c23	nt	1	25	nt	0.1	nt	nt	-2.7	nt
Cc1cc(NC(=O)C2CC(c3ccc(Cl)cc3)=NO2)no1 (stereo unspecified)	6	1	-1	-1	0.3	-1	0	-0.6	-2
Cc1[nH]c2ccccc2c1/C=N/Nc1cccc(C(=O)O)c1	20	8	1	13	-0.1	-1	8	-4.7	6
CN(CCOC(=O)CN1C(=O)c2ccccc2C1=O)C1=NS(=O)(=O)c2ccccc21	2	2	6	-1	0.0	-2	4	0.9	9
O=C(CN1C(=O)c2ccccc2S1(=O)=O)NCc1ccc(F)cc1	0	0	-5	4	0.1	3	0	0.0	12
C#CCN1N=C(c2ccc(C)cc2)CSC1=O	3	0	0	0	0.2	17	-2	2.0	4
C[n+]1c2n(c3ccccc31)N=C(c1cc(C(C)(C)C)c(O)c(C(C)(C)C)c1)CS2	3	64*	5	11	0.3	-1	8	0.8	2
N#CCc1ccc(C(=O)c2ccccc2F)s1	1	0	-6	-1	-0.1	0	2	0.5	5
CCOC(=O)N1CCC(NC(=O)c2ccc(CS(=O)c3cccc(C)c3)o2)CC1 (stereo unspecified)	-1	3	6	2	0.1	-1	1	0.5	5
COc1ccc2cc(-c3[nH]ncc3CN3CCCN(c4ccccc4)CC3)ccc2c1	-1	0	7	-3	-0.1	7	1	1.8	8
CC(C)c1ccc(S(=O)(=O)N2CCN(CC(=O)c3ccc(O)c(O)c3)CC2)cc1	14	0	0	19	-0.2	-1	1	-0.9	5
CC(C)CNC(=O)c1ccccc1NC(=O)CN(c1ccc2c(c1)OCCO2)S(C)(=O)=O	6	0	8	6	-0.2	0	9	-2.2	-4
Cc1ccc(-n2ncc3c(=O)n(CC(=O)NC4CCCC4)cnc32)cc1C	6	1	-1	4	-0.1	3	2	-1.3	0
Cc1ccc(C)c(OCC(=O)N2CCOCC2)c1	-1	0	1	3	0.0	-7	-1	3.2	2
Cc1ccc(-n2nc(C)c(C3(O)C(=O)N(C(C)C)c4ccccc43)c2N)cc1 (stereo unspecified)	3	14	28	-5	-0.1	2	6	-0.7	8
CCOC(=O)C1(Cc2cccc(OC)c2)CCN(Cc2cnc(SC)nc2)CC1	2	1	-4	-3	-0.2	1	-1	2.2	3
CC(C)NC(=O)CSc1nnc(-c2ccco2)n1N	-3	0	-5	1	0.0	0	0	0.2	0
O=C(NCN1CCCCC1)c1cccnc1	-3	0	6	-2	0.0	0	3	0.4	-5

# Further records
compound	Bcl-xL primary	GRK2 inh	VLA-4 inh	MCL1-BIM inh	Efflux pump mplx	GLD-1 RNA inh	Fam108B counter	MEX-5 binding	PME-1 primary
N/C(Cc1ccc(Cl)cc1Cl)=N\OC(=O)Cc1ccccc1	-1	0	1	1	0.0	-1	0	0.8	4
COc1ccc(Cl)cc1NC(=O)CN1C(=O)NC2(CCCC2)C1=O	-5	0	8	-15	-0.7	4	1	1.5	-2
O=C(CN1C(=O)C2CC=CCC2C1=O)NC1=NCCS1 (stereo unspecified)	6	2	31	9	-0.1	9	-5	0.2	-2
CC(C)CNC(=S)N1CCN(C)CC1	4	0	6	9	-0.1	0	2	1.4	1
COc1ccc(Nc2nnc(SCC(=O)N3CCCC3)s2)cc1	-3	1	-9	-1	-0.1	1	7	0.2	3
CN1CCN(C(=O)C2=C[C@@H](C(C)(C)C)C[C@@H](OCc3ccc(CO)cc3)O2)CC1	4	0	17	8	0.0	0	1	2.4	-3
Cc1cccc(NC(=O)c2ccc(NC(=O)c3ccccc3Br)cc2)c1	10	3	12	4	0.0	2	1	-0.9	4
CC(C)COc1ccc(-c2nnn(CC(=O)N3CCCC3)n2)cc1	0	0	9	-4	-0.1	9	0	-2.0	-3
O=C1CC(N2CCCCCC2)C(=O)N1c1ccc(F)cc1 (stereo unspecified)	4	5	14	3	0.0	1	-2	0.0	-6
O=C(Cc1cccc2ccccc12)Nc1nc2ccccc2[nH]1	-1	1	-8	0	-0.2	7	-1	-2.4	0
CCOc1cccc(C(=O)Nc2cccc(-c3nnc(-c4ccccc4)o3)c2)c1	0	0	-5	3	0.0	-1	-19	0.7	-1
Cc1ccc(NCC(=O)N/N=C/c2ccc(OC(=O)c3ccco3)cc2)cc1	-2	1	15	2	-0.2	7	0	-1.5	4
CN(C)c1ccc(C(=O)OCC(=O)NC2CCCCCC2)cc1	0	5	6	-1	0.1	-3	1	-2.0	-1
O=C(COC(=O)c1ccco1)NCc1ccccc1Cl	-1	0	2	-5	0.1	5	0	3.1	2
O=C(N/N=C/c1cn(-c2cccs2)nc1-c1ccccc1)c1ccccc1Br	8	0	-33	5	-0.1	13	-31	0.7	-54
CCOc1ccc(CNS(=O)(=O)c2ccc3c(c2)CC(=O)N3C)cc1	9	2	1	4	0.0	0	2	-4.7	-1
COc1cccc(NC(=O)Nc2nc(SC(C)(C)C)ns2)c1	-2	3	1	2	0.0	0	-5	-2.2	-22
CN(Cc1ccccc1)c1nc(CN2CCOCC2)nc2scc(-c3ccccc3)c12	5	5	-6	8	0.2	12	4	0.3	-5
CC(C)(C)CN1CCC(Oc2cccc(C(=O)NCCCOc3cccnc3)c2)CC1	5	3	13	7	0.1	2	3	-6.4	-1
CCN(CC(=O)Nc1ccc(NC(C)=O)cc1)C(=O)Cc1ccccc1F	0	0	8	-2	-0.2	7	2	1.4	-4
Cc1cccc(N2CCN(C(=O)CS(=O)(=O)Cc3nc(-c4ccccc4F)oc3C)CC2C)c1 (stereo unspecified)	0	4	12	0	0.5	7	2	-0.8	-4
CCN1C(=O)C(=O)N(CC(=O)Nc2cccc(C(F)(F)F)c2)C1=O	nt	0	6	nt	0.0	-1	nt	nt	nt
O=C(Nc1cc(C(F)(F)F)ccc1F)C1CCCCC1	4	0	nt	5	0.0	-6	-4	2.2	-1
CN=C(NC(=O)Nc1c(C)cccc1C)NC(=O)Nc1c(C)cccc1C	4	0	-4	-3	1.4	-5	0	0.0	10
Clc1ccc(-n2nnc(-c3nccs3)n2)cc1Cl	9	nt	nt	9	nt	-4	-3	-2.6	-2
CCCCn1nc2cc(C(=O)NCc3ccc(C(F)(F)F)cc3C(F)(F)F)ccc2c1OCC	1	2	9	3	0.2	1	4	0.3	1
Cc1nc(CC(=O)N2CCN(S(=O)(=O)c3ccccc3C#N)CC2)cs1	7	0	-9	9	-0.1	-1	-2	-3.0	-1
Cc1ccc(OCCC(=O)OC(C)C(=O)NC2CC2)cc1 (stereo unspecified)	-1	0	11	-3	0.0	19	5	0.3	-1

# High-throughput results: PubChem BioAssay, several laboratories
